PglD inh – inhibitors of Campylobacter jejuni PglD acetyltransferase; purified PglD enzyme, DTNB colorimetric CoA detection; inhibition, % at 12.5 µM; actives 0.098% (n = 360,000); in the data active = inhibition above about 16%, passing the limit was not always enough; note: strong numbers were not always called active
S100A4 MyoIIA – S100A4-myosin IIA interaction inhibition; AID 652163; P26447; S100A4/TAMRA-MyoIIA peptide fluorescence polarization; actives 0.14% (n = 360,000); inhibition, % at 10.7 µM;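 active = mean inhibition of at least 70% across replicates, with every replicate also reaching that level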
Target sequence (P26447 whole entry, looked up): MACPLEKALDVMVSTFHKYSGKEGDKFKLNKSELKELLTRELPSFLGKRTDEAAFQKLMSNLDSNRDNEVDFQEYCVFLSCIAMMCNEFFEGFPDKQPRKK
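System – human S100A4 monomer protein, biochemical binding assay · Buffer or medium – Calcium-containing HEPES buffer, pH 7.2 · Timing – 5 min between mix addition and reading · Also added – TAMRA-labelled myosin IIA heavy-chain peptide probe, 5 nM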
FN deposit inh – fibronectin deposition inhibition | inhibition, % at 12.6 µM | actives 0.086% (n = 350,000) | AH1F fibroblasts, Alexa488-fibronectin deposition fluorescence, overnight;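 active = mean inhibition across replicates of 30% or more, regardless of how many single replicates reach that level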;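 note: positive control wells lacked labelled fibronectin entirely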
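Assay system: AH1F fibroblast monolayer, labelled fibronectin deposition. Amount: 10000 cells per well. Also added: labelled fibronectin 24 nM. Compound: single-point pinned compound. Incubation: cell attachment 1 h, compound and FN exposure overnight. Detection: fluorescence after three HBSS washes, excitation 485 nm, emission 525 nm. Read-out: inhibition of fibronectin deposition signal.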
ERAP1 HTS inh – inhibitors of human ERAP1 aminopeptidase; Q9NZ08; recombinant ERAP1, Leu-AMC fluorescence, 60 min; inhibition, % at 10.7 µM; actives 0.15% (n = 340,000); AID 652197;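 active = mean replicate inhibition of at least 30%, or all replicates individually reaching that 30% level; inactive = mean below 30% and not every replicate reaching it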;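 note: 0% = neutral control wells and 100% = L-leucinethiol positive control wells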
Target sequence (Q9NZ08 whole entry, looked up): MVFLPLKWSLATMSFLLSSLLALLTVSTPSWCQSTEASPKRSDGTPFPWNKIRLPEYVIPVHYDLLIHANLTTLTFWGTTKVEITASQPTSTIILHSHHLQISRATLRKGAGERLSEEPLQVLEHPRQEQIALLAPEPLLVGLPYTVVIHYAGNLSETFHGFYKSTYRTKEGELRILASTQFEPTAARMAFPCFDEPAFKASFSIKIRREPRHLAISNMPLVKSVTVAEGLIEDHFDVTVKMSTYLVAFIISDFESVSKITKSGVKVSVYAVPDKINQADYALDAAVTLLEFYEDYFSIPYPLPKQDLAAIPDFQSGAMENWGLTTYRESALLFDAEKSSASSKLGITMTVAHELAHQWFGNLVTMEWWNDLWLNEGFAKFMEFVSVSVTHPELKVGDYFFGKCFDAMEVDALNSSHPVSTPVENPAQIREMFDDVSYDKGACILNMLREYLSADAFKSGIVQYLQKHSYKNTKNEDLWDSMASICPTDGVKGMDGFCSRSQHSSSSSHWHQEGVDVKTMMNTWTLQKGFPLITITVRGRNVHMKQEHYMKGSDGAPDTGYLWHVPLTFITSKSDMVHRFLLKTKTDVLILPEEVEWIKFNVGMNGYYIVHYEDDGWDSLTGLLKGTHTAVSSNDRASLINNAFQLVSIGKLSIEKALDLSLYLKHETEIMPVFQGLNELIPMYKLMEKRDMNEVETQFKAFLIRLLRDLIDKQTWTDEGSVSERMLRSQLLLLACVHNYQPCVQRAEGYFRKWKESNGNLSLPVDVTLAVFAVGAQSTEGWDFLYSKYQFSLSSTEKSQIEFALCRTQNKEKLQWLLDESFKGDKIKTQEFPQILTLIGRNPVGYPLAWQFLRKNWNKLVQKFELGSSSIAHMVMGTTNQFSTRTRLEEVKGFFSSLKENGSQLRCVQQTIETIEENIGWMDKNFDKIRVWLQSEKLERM
PAX8 reporter – lowers PAX8-driven luciferase in RMG-I cells; RMG-I TPO-luciferase reporter, SteadyGlo, 24 h; inhibition, % at 12.6 µM; actives 1.2% (n = 360,000); AID 652154;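 active = mean replicate inhibition at least 60% with every replicate also reaching 60%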;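 note: luciferase light reporting Pax8 driven TPO promoter activity; plate controls were median of neutral control wells for no effect and mitoxantrone controls for full effect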
PGC1a acetyl inh – modulators of PGC1a acetylation; inhibition, % at 15.6 µM; actives 0.17% (n = 350,000); U2OS PGC1a acetylation, AlphaScreen anti-acetyl-lysine; with virally co-expressed GCN5 acetyltransferase;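 active = every replicate shows inhibition of at least 40%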;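 note: 0% = neutral control wells and 100% = positive control wells; some results beyond the cut were filed as inactive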
EWS-Fli block – EWS/Fli transcriptional activity inhibition; A673 NR0B1-luciferase reporter, viability-normalised; AID 651661; inhibition, % at 12.6 µM; actives 0.67% (n = 350,000);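 active = mean inhibition of at least 50% after viability correction, with every replicate also passing that limit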;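 note: firefly luciferase signal divided by Alamar Blue viability fluorescence both relative to DMSO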
LGR2 antag – Drosophila LGR2 receptor signaling inhibition; HEK293 LGR2, CRE-luciferase, bursicon-stimulated, 4 h; inhibition, % at 9.99 µM; actives 0.35% (n = 380,000);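 active = drop in luminescence signal, shown as inhibition above about 50% in the replicate tests, limit read from the data, passing the limit was not always enough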;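 note: agonist challenge used bursicon conditioned medium at about half maximal strength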
The depositor's hits bear a star.

For O=C(O)CCCNS(=O)(=O)c1cccc2nsnc12 the results were PglD inh -1.7, FN deposit inh -2.9, PAX8 reporter 6.9 and PGC1a acetyl inh -2.9.
`C=CCNC(=O)c1c(CSc2ccc(F)cc2)noc1C(=O)NCCC` gave PglD inh 5.3, S100A4 MyoIIA -3.1, FN deposit inh -7.3, ERAP1 HTS inh -0.3, PAX8 reporter -2.9, PGC1a acetyl inh -10.9, EWS-Fli block 10.7 and LGR2 antag 0.0.
For COc1ccccc1NC(=O)N[C@H]1CC[C@H](CC(=O)N[C@H](C)c2ccccc2)O[C@H]1CO the results were PglD inh -1.9, S100A4 MyoIIA -2.6, FN deposit inh -1.3, ERAP1 HTS inh -1.5, PAX8 reporter -5.5, PGC1a acetyl inh -4.9, EWS-Fli block 4.7 and LGR2 antag 1.1.
For O=C(COC(=O)Cn1[nH]c(=O)c2ccccc2c1=O)NNC(=O)c1ccc(Br)cc1 the results were PglD inh -5.2, S100A4 MyoIIA -4.5, FN deposit inh 11.3, ERAP1 HTS inh -0.2, PAX8 reporter -2.7, PGC1a acetyl inh 1.7, EWS-Fli block -10.1 and LGR2 antag -17.3.
Screening Cc1ccc(S(=O)(=O)Nc2ccc3c(c2)C(=O)N([C@H](C)CO)C[C@H](C)[C@@H](CN(C)C(=O)Nc2ccc4c(c2)OCO4)OCCCC[C@H](C)O3)cc1 returned PglD inh -1.2, S100A4 MyoIIA 0.3, FN deposit inh -5.1, ERAP1 HTS inh 1.9, PAX8 reporter 0.0, PGC1a acetyl inh 1.3, EWS-Fli block 5.0 and LGR2 antag 4.9.
`CN(C)Cc1cn(CC[C@H]2CC[C@H](NS(=O)(=O)c3ccc(-c4ccccc4)cc3)[C@H](CO)O2)nn1` gave PglD inh 2.7, S100A4 MyoIIA -0.8, FN deposit inh 12.7, ERAP1 HTS inh 2.7, PAX8 reporter 0.3, PGC1a acetyl inh 0.1, EWS-Fli block 4.7 and LGR2 antag 26.0.
`C[C@@H]1CCCCO[C@H](CN(C)C(=O)CCC(F)(F)F)[C@@H](C)CN([C@@H](C)CO)C(=O)c2cc(NS(=O)(=O)c3ccccc3)ccc2O1` gave PglD inh -0.1, S100A4 MyoIIA -6.8, ERAP1 HTS inh 2.8, PAX8 reporter -0.4, PGC1a acetyl inh 8.7, EWS-Fli block 1.9 and LGR2 antag -5.1.
For CCc1ccc(C(C)NC(=O)C2CCCC2)cc1 (centres undefined) the results were PglD inh 3.2, S100A4 MyoIIA -0.6, FN deposit inh -6.1, ERAP1 HTS inh 2.3, PAX8 reporter 8.9, PGC1a acetyl inh 1.3, EWS-Fli block -11.0 and LGR2 antag 0.1.
`COc1cc(NC(=S)Nc2ccc(OC(F)F)cc2)cc(OC)c1` gave PglD inh -2.9, S100A4 MyoIIA 8.2, FN deposit inh -21.6, ERAP1 HTS inh 2.8, PAX8 reporter 15.1, PGC1a acetyl inh 1.8, EWS-Fli block -16.2 and LGR2 antag -6.6.
`O=C(CN1C(=O)CSc2ncccc21)NCCN1CCOCC1` gave PglD inh -7.3, S100A4 MyoIIA 2.8, FN deposit inh -1.6, ERAP1 HTS inh -2.5, PAX8 reporter -1.7, EWS-Fli block -3.5 and LGR2 antag -17.3.
For CC(Oc1ccccc1F)c1nnc(SCC(=O)c2c(N)n(C3CC3)c(=O)[nH]c2=O)o1 (centres undefined) the results were PglD inh -3.6, S100A4 MyoIIA -3.1, FN deposit inh 1.4, ERAP1 HTS inh 0.0, PAX8 reporter -5.3, PGC1a acetyl inh 4.7, EWS-Fli block 4.1 and LGR2 antag 8.2.
`CCCN1[C@@H]2Cn3c(cccc3=O)[C@H]1[C@@H](C(=O)N[C@H](C)c1ccccc1)[C@@H]2CO` gave S100A4 MyoIIA 4.5, ERAP1 HTS inh 3.4, PGC1a acetyl inh -3.8, EWS-Fli block -3.7 and LGR2 antag 0.9.
Screening CCCn1c(Nc2cccc(OC)c2)nc2ccccc21 returned PglD inh 1.1, S100A4 MyoIIA 2.1, FN deposit inh 4.8, ERAP1 HTS inh -4.4, PAX8 reporter -15.2, PGC1a acetyl inh 16.8, EWS-Fli block -10.9 and LGR2 antag -7.9.
For Cc1ccc(C)c2[nH]c(=O)c(CCNC(=O)c3cccs3)cc12 the results were PglD inh -2.0, S100A4 MyoIIA -0.7, FN deposit inh -10.2, ERAP1 HTS inh 3.7, PAX8 reporter -1.7, PGC1a acetyl inh 0.5, EWS-Fli block -3.9 and LGR2 antag -33.8.
For CCC(=O)N[C@@H]1C=C[C@H](CC(=O)NCc2ccccc2F)O[C@@H]1CO the results were PglD inh 0.9, S100A4 MyoIIA -1.8, ERAP1 HTS inh 2.6, PAX8 reporter -6.1, PGC1a acetyl inh 8.2, EWS-Fli block -1.5 and LGR2 antag -12.2.
Cn1cc(CNCC2CCCO2)c(-c2ccc(Oc3ccccc3)cc2)n1 (centres undefined) was read as S100A4 MyoIIA -6.1, FN deposit inh 4.4, ERAP1 HTS inh 9.3, PAX8 reporter -10.1, PGC1a acetyl inh -2.7, EWS-Fli block 4.2 and LGR2 antag -36.5.
`Cc1ccc(NC(=O)N2CCSc3ccccc32)cc1` gave PglD inh -1.7, S100A4 MyoIIA 5.6, FN deposit inh 5.1, ERAP1 HTS inh 2.4, PAX8 reporter -36.0, PGC1a acetyl inh 1.2, EWS-Fli block -38.4 and LGR2 antag -24.6.
For COc1ccc(CCNC(=O)CCc2nc3sc4c(c3c(=O)[nH]2)CCCC4)cc1 the results were PglD inh 4.8, S100A4 MyoIIA -10.0, FN deposit inh 5.9, ERAP1 HTS inh 3.1, PGC1a acetyl inh -5.4, EWS-Fli block -2.9 and LGR2 antag 6.4.
Screening O=C(NCc1ccccc1)C(c1cccc2ccccc12)n1c(=O)c(-c2cc3ccccc3[nH]2)nc2ccccc21 (centres undefined) returned S100A4 MyoIIA -4.6, FN deposit inh -1.7, ERAP1 HTS inh -0.4, PAX8 reporter 48.4, EWS-Fli block 2.3 and LGR2 antag -4.8.
Cc1ccc(S(=O)(=O)N(C)C[C@H]2Oc3ccc(NC(=O)CCC(F)(F)F)cc3CC(=O)N([C@@H](C)CO)C[C@H]2C)cc1 was read as PglD inh 1.9, S100A4 MyoIIA -5.9, ERAP1 HTS inh 1.1, PAX8 reporter 14.4, PGC1a acetyl inh 0.8, EWS-Fli block -0.1 and LGR2 antag 10.2.

2 entries picked at random from the list so far, as already listed:
For O=C(O)CCCNS(=O)(=O)c1cccc2nsnc12 the results were PglD inh -1.7, FN deposit inh -2.9, PAX8 reporter 6.9 and PGC1a acetyl inh -2.9.
`C=CCNC(=O)c1c(CSc2ccc(F)cc2)noc1C(=O)NCCC` gave PglD inh 5.3, S100A4 MyoIIA -3.1, FN deposit inh -7.3, ERAP1 HTS inh -0.3, PAX8 reporter -2.9, PGC1a acetyl inh -10.9, EWS-Fli block 10.7 and LGR2 antag 0.0.

Carrying on.
CCn1cc(S(=O)(=O)Nc2ccc(Cl)cc2F)cn1 was read as PglD inh -11.2, S100A4 MyoIIA -8.7, ERAP1 HTS inh -2.1, PAX8 reporter 7.6, PGC1a acetyl inh 6.8, EWS-Fli block -7.4 and LGR2 antag 3.7.
Screening COc1cc(CNCc2ccncc2)cc(OC)c1OC returned PglD inh 1.4, S100A4 MyoIIA -0.7, FN deposit inh -4.1, ERAP1 HTS inh 0.5, PAX8 reporter -10.7, PGC1a acetyl inh -4.0, EWS-Fli block -2.3 and LGR2 antag 11.8.
`COc1ccc(OC)c(NC(=O)c2cccc(N3C(=O)C4C5C=CC(C6CC56)C4C3=O)c2)c1` (centres undefined) gave PglD inh 1.3, S100A4 MyoIIA 3.3, FN deposit inh 11.2, ERAP1 HTS inh -3.3, PAX8 reporter -1.3, EWS-Fli block 13.9 and LGR2 antag -7.2.
`COC(=O)C1CN(C(=O)COc2ccc(Cl)cc2C)c2ccccc2O1` (centres undefined) gave PglD inh 4.3, S100A4 MyoIIA 3.2, FN deposit inh 0.7, ERAP1 HTS inh 0.3, PAX8 reporter 3.5, EWS-Fli block 11.0 and LGR2 antag -5.0.
Screening C[C@@H]1CN([C@@H](C)CO)C(=O)c2cc(NC(=O)c3ccncc3)ccc2O[C@H]1CN(C)Cc1ccc(Cl)c(Cl)c1 returned PglD inh 4.6, S100A4 MyoIIA 27.0, FN deposit inh 1.5, ERAP1 HTS inh 1.2, PAX8 reporter 17.0, PGC1a acetyl inh 3.4 and LGR2 antag -7.4.
For CCOC(=O)N1CCC(NC(=O)C2CCCN(S(=O)(=O)c3cccnc3)C2)CC1 (centres undefined) the results were PglD inh -0.9, S100A4 MyoIIA -17.6, FN deposit inh -3.9, ERAP1 HTS inh 3.0, PAX8 reporter 3.2, PGC1a acetyl inh 11.9, EWS-Fli block -2.1 and LGR2 antag 4.4.
O=C(O)CSCC(=O)N1CCCN(c2ccc(C(F)(F)F)cn2)CC1 was read as PglD inh -4.3, S100A4 MyoIIA -0.8, FN deposit inh -3.1, ERAP1 HTS inh -1.2, PAX8 reporter -0.9, PGC1a acetyl inh 0.4, EWS-Fli block -1.6 and LGR2 antag 2.5.
For COc1ccc(Br)cc1CNc1ccc2[nH]c(=O)[nH]c2c1 the results were S100A4 MyoIIA -4.3, FN deposit inh -0.9, ERAP1 HTS inh -2.2, PAX8 reporter 12.8, PGC1a acetyl inh 52.9, EWS-Fli block 0.6 and LGR2 antag -28.2.
`CCOc1ccc(N2CC(NS(=O)(=O)c3cccnc3)CC2=O)cc1` (centres undefined) gave PglD inh -2.7, S100A4 MyoIIA -6.5, FN deposit inh 2.8, ERAP1 HTS inh 3.0, PAX8 reporter 4.3, EWS-Fli block -3.7 and LGR2 antag 12.1.
CCN(c1ccccc1)S(=O)(=O)c1nnc(NC(=O)c2ccccc2OC)s1 was read as PglD inh 0.9, S100A4 MyoIIA 1.4, FN deposit inh 0.4, ERAP1 HTS inh -0.8, PAX8 reporter 15.3, PGC1a acetyl inh -4.4, EWS-Fli block -6.7 and LGR2 antag 17.8.
`CC(=O)c1ccc(N2CCN(S(=O)(=O)c3ccc4c(c3)CCC(=O)N4)CC2)cc1` gave PglD inh -1.8, S100A4 MyoIIA 13.7, FN deposit inh 4.4, ERAP1 HTS inh -2.9, PAX8 reporter 3.7, EWS-Fli block 6.4 and LGR2 antag -12.6.
For CCC(c1nnnn1-c1ccc2c(c1)OCCO2)N1CCN(c2ccccc2)CC1 (centres undefined) the results were S100A4 MyoIIA 2.1, FN deposit inh 13.1, ERAP1 HTS inh -3.1, PAX8 reporter 13.6, EWS-Fli block 11.8 and LGR2 antag 13.5.
Screening CN1CCN(C(=O)/C(=C/c2ccco2)NC(=O)c2ccccc2)CC1 returned PglD inh -0.1, S100A4 MyoIIA 1.3, FN deposit inh 6.6, ERAP1 HTS inh -0.9, PAX8 reporter 15.6, EWS-Fli block -5.7 and LGR2 antag -1.0.
`N#CC(C(=O)Nc1ccc(Cl)c(Cl)c1)=C1Nc2ccccc2N1` gave PglD inh 2.7, FN deposit inh -14.5, PAX8 reporter -14.1 and PGC1a acetyl inh -1.2.
For Clc1ccc(CN2CCN(c3ncccn3)CC2)c(Cl)c1 the results were PglD inh -1.8, S100A4 MyoIIA -2.1, FN deposit inh 0.0, ERAP1 HTS inh 1.8, PAX8 reporter 4.1, PGC1a acetyl inh -5.7, EWS-Fli block -3.9 and LGR2 antag -0.6.
Screening COc1ccc2cc(CN(Cc3cccnc3)Cc3nnnn3Cc3ccccc3)c(=O)[nH]c2c1 returned S100A4 MyoIIA -7.2, ERAP1 HTS inh -3.0, EWS-Fli block -0.4 and LGR2 antag 3.3.
`CCC(CC)NC(=O)COc1ccc(OC)cc1C=O` gave S100A4 MyoIIA -2.8, FN deposit inh -4.3, ERAP1 HTS inh 2.2, PAX8 reporter -5.8, EWS-Fli block -3.9 and LGR2 antag 20.2.
For CC(C)(C)NC(=O)CN(C(=O)CS(=O)CC(=O)Nc1ccc(F)cc1)c1ccc(Cl)cc1 (centres undefined) the results were PglD inh 2.2, FN deposit inh -7.0, PGC1a acetyl inh -6.7 and LGR2 antag 16.7.
